# Rev-erbA mod: modulators of human Rev-erb alpha DNA binding | P20393 | Rev-erbα–FITC-DNA binding, fluorescence polarization, 90 min | activity, % at 10 µM | hit rate 0.79% among 370,000 | AID 1259318;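 active = activity above about 14%, limit read from the data; passing the limit was not always enough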;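 also: 0% = DMSO wells with 35 nM protein and 100% = DMSO wells with 750 nM protein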
# PLCb3 inh: inhibitors of human phospholipase C beta3 | Q01970 | Purified PLC-beta3, fluorogenic substrate, fluorescence | inhibition, % at 12.2 µM | hit rate 0.18% among 370,000 | AID 720704; in the data active = inhibition above about 11%;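 also: 0% = median of compound wells on plate and 100% = full blocker control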
# UHRF1 binding: human UHRF1 methylated DNA binding inhibitors. Q96T88. UHRF1 binding to methylated oligo, TR-FRET. inhibition, % at 4.4 µM. hit rate 0.75% among 370,000; in the data active = inhibition above about 21%;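 also: UHRF1 SRA domain binding a hemimethylated CpG hairpin DNA probe; 0% = median of test compound wells and 100% = reference inhibitor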
# Target sequence (Q96T88 whole entry, looked up, the tested form may be a part): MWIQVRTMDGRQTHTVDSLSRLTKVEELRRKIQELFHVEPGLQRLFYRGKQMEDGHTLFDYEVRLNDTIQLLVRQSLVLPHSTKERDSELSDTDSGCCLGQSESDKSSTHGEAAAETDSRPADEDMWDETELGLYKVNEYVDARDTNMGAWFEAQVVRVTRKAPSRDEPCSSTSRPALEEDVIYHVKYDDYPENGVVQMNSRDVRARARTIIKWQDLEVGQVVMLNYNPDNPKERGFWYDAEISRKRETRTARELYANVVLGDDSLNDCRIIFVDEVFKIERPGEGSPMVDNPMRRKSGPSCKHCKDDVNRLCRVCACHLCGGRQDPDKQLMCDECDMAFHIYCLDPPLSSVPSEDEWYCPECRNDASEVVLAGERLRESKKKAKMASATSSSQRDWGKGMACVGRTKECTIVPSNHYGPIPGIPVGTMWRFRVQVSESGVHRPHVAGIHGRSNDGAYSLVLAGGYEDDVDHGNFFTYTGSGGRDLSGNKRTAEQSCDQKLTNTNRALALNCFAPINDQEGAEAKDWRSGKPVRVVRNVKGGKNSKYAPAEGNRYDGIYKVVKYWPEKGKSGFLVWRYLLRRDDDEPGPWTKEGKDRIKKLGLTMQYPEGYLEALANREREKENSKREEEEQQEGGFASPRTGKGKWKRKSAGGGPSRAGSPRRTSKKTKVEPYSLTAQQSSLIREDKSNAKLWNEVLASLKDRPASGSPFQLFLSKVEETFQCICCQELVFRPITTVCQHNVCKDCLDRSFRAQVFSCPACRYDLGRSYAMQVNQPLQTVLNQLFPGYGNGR
# ASAP1 GAP inh: blocks human ASAP1-stimulated Arf1 GTP hydrolysis | GDP FP detection | inhibition, % at 16.5 µM | hit rate 0.19% among 360,000; in the data active = inhibition above about 25%;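 also: 0% = vehicle with enzyme and substrate and 100% = no enzyme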
# DDE Tn6 FP inh: inhibitors of Tn6 peptide binding to human fibrin DD(E) | P02675 | Fibrin DD(E) TRITC-Tn6 fluorescence polarization displacement | inhibition, % at 8.3 µM | hit rate 0.21% among 370,000;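 active = inhibition above a per-campaign cutoff: mean of compounds within control limits plus 3 SD, cut at about 15% in these data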;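 also: 0% = median of all compound wells on the plate and 100% = blocking peptide control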
# sPLA2-III inh: Blocks human group III sPLA2 activity. Q9NZ20. QFRET BODIPY PC-A2 liposome hydrolysis, fluorescence. inhibition, % at 12.2 µM. hit rate 0.56% among 370,000;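 active = inhibition above mean plus 3 SD of compounds lying within the high and low control bounds, cut at about 19% in these data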;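 also: 0% = median of test compound wells and 100% = no enzyme DMSO wells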
# DDE Tn7 FP inh: disrupts Tn7 cyclic peptide binding to fibrin D-Dimer-E complex; P02675; FP displacement of FITC-Tn7 peptide from fibrin DD(E); 0% = median of compound wells per plate; inhibition, % at 8.3 µM; hit rate 0.13% among 370,000; AID 720508;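 active = inhibition above the mean of compounds falling within the control limits plus 3 SD of them, cut at about 14% in these data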;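 also: 0% = plate median of compound wells and 100% = 10 µM Aha-Tn7 peptide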
#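 Test system – human fibrin DD(E) · Times – 10 min preincubation, 3 h with tracer, room temperature · Detection – fluorescence polarization of the labelled Tn7 tracer · Measure – percent inhibition normalized to high-control wells · Benchmarks – high control wells with 10 µM unlabelled Aha-Tn7 peptide (full inhibition) · Repeats – singlicate testing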
# ARFGAP1 inhibitor: inhibits rat ARF GTPase activating protein 1. Arfgap1-stimulated ARF1 GTP hydrolysis, GDP FP detection. inhibition, % at 16.5 µM. hit rate 0.26% among 360,000. AID 651572;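 active = inhibition above a per-plate limit, mean inhibition of low control wells plus 3 SD, cut at about 25% in these data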;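 also: 0% = DMSO wells with enzyme and 100% = wells lacking Arfgap1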
#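 System: truncated rat Arfgap1 GAP domain / Medium: HEPES-based buffer, pH 7.5 / Also added: N-terminally truncated human ARF1-GTP substrate / Incubation: enzyme reaction 120 min at 25 °C after 20 min preincubation / Measured by: FP of antibody-bound GDP Alexa 633 tracer, ex 620/em 688 nm / Replicates: singlicate, each compound tested once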
# PLCg1 inh: PLC-gamma1 (human) inhibition, primary screen; P19174; purified PLC-gamma1, fluorogenic substrate, fluorescence; inhibition, % at 12.2 µM; hit rate 0.84% among 370,000; in the data active = inhibition above about 9.5%
# KLK7 zymogen act: activates the human kallikrein-7 zymogen. P49862. purified proKLK7, EDANS-DABCYL substrate fluorescence; 100% is mature enzyme control, 0% vehicle. activation, % at 7 µM. hit rate 0.9% among 370,000. AID 652039;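 active = activation above the mean of all tested compounds plus 3 SD, computed per campaign excluding outliers beyond control limits, cut at about 13% in these data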
# Target sequence (P49862 whole entry, looked up): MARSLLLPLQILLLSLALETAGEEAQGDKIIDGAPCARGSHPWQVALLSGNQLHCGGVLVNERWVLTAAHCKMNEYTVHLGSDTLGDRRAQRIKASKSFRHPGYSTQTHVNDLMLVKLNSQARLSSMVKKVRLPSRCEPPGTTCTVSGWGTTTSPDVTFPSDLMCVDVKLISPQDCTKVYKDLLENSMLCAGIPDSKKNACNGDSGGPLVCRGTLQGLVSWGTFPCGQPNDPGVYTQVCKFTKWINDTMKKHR
# An asterisk follows results filed as active; i = inactive.
SMILES,Rev-erbA mod,PLCb3 inh,UHRF1 binding,ASAP1 GAP inh,DDE Tn6 FP inh,sPLA2-III inh,DDE Tn7 FP inh,ARFGAP1 inhibitor,PLCg1 inh,KLK7 zymogen act
COc1ccc(NC(=O)CC#N)cc1OC,1,2,-1,8,-9,-6,-1,2,-7,0.1
O=C(Nn1cnnc1)c1cc(-c2cccc(Br)c2)nc2ccccc12,1,-19,1,10,2,-10,-5,0,-11,0.0
CCOC(=O)c1cnn(-c2ccccc2)c1NC(=O)c1ccccc1C,1,6,1,-11,2,3,6,-5,8,0.0
COCc1nc(-c2cc(Br)ccc2OC)no1,-3,3,-1,4,-2,4,-6,14,1,-0.1
O=C(OCc1ccccc1F)c1cc([N+](=O)[O-])ccc1N1CCOCC1,5,-4,-2,10,1,-4,-2,-3,1,-0.1
O=C(Cc1ccc(Cl)cc1)N1CCc2ccccc2C1,3,6,4,2,7,6,5,-1,2,0.0
CCOC(=O)c1c(C)[nH]c(C(=O)OCC(=O)N2CCCC2=O)c1C,1,-10,-1,9,3,-2,-4,2,-10,-0.7
O=C(CSc1nnc(NC(=O)C2CC(=O)N(c3ccc(F)cc3)C2)s1)NCC1CCCO1 (stereo unspecified),0,-10,2,-3,-4,3,-5,-6,-1,0.4
O=C1CS(=O)(=O)c2ccccc2N1,3,-4,13,-11,-6,3,1,2,24*,0.1
CCOc1ccc(N(C(=O)c2ccc(S(=O)(=O)N3CCCC3)cc2)C2C=CS(=O)(=O)C2)cc1 (stereo unspecified),3,-6,3,5,0,5,4,-7,1,-0.3
Cc1ccc(NC(=O)c2cc(N3C(=O)C=CC3=O)ccc2Cl)cc1C,0,-2,1,-7,4,7,-2,-5,0,0.5
C[C@@H]1CN([C@@H](C)CO)C(=O)CCCn2nncc2CO[C@@H]1CN(C)C(=O)CCC(F)(F)F,-7,0,1,-5,0,4,-3,10,-1,-1.2
C(=N\Nc1ccccn1)/c1ccc2c(c1)OCCO2,-2,-3,-1,-8,1,-5,2,-3,-5,0.2
CC1(C(=O)N2CCC(CC3CC(c4ccc(Cl)cc4)=NO3)(C(=O)NCC3CCCCC3)CC2)CC1 (stereo unspecified),-1,-1,-1,-6,5,-8,-1,-8,4,0.3
Cn1cccc1Cc1nnc(SCC(=O)Nc2ccc3c(c2)OCO3)n1CCc1ccccc1,1,-3,-2,-2,1,-27,1,-4,-1,-0.1
COc1ccc(CNC(=O)C2CCN(S(=O)(=O)c3ccc4nc5c(c(C(=O)O)c4c3)CCCC5)CC2)cc1,5,-12,-2,1,-3,-8,4,-3,-8,-0.5
N#Cc1c(N)sc(=S)c2c1CCCCC2,-24,-59,21*,-8,4,-6,6,-10,-38,-2.2
CC(OC(=O)CSc1ccccc1)C(=O)NC1CCCCC1C (stereo unspecified),0,0,-1,-1,2,-3,-1,4,2,-0.7
C[C@@H]1C2CC(C/C2=N\NC(=O)c2ccncc2)C1(C)C (stereo partly specified),11,-3,0,-4,-2,1,-1,2,0,0.5
Cc1cccc(CN2[C@H](COCc3ccccc3)C=CS2(=O)=O)c1,5,-1,1,4,0,-1,0,1,2,-0.5

# Reprinted from the part before: two compounds, followed by the next part.
SMILES,Rev-erbA mod,PLCb3 inh,UHRF1 binding,ASAP1 GAP inh,DDE Tn6 FP inh,sPLA2-III inh,DDE Tn7 FP inh,ARFGAP1 inhibitor,PLCg1 inh,KLK7 zymogen act
C[C@@H]1C2CC(C/C2=N\NC(=O)c2ccncc2)C1(C)C (stereo partly specified),11,-3,0,-4,-2,1,-1,2,0,0.5
Cc1cccc(CN2[C@H](COCc3ccccc3)C=CS2(=O)=O)c1,5,-1,1,4,0,-1,0,1,2,-0.5
CCOC(=O)c1sc(NC(=O)c2ccc(S(=O)(=O)N(CC)CC)cc2)nc1C,152*,1,5,1,-5,4,1,0,0,0.1
COc1ccc(OC)c(NC(=O)N2CCc3ccccc3C2)c1,1,-4,2,4,8,7,-1,5,1,-0.4
COc1ccc(-c2cc(C(F)(F)F)nc(N3CCN(C)CC3)n2)cc1,1,-4,0,-7,-3,-4,-7,5,-3,-0.1
O=C(c1c(Cl)cccc1Cl)N1CCN(c2cccc3[nH]ccc23)CC1,-2,-8,-3,-1,-2,-27,2,-8,-1,-0.2
Cn1c(SCC(=O)NNC(=O)c2ccc(Cl)cc2)nnc1-c1cccnc1,6,-3,0,1,-3,2,-4,-10,-1,0.1
COc1ccc(OCc2cc(C(=O)NC3CCc4ccccc43)no2)c(Cl)c1 (stereo unspecified),9,-8,-1,2,5,10,-5,4,-1,0.3
O=C1NC2(CCCC2)C(=O)N1CCS(=O)(=O)Oc1ccccc1,-5,0,-2,2,1,2,3,-11,2,0.1
O=c1[nH]c(=O)n(C2OC(CO)C(O)C2O)cc1N1CCOCC1 (stereo unspecified),3,-9,2,5,1,10,4,-2,3,0.1
Cc1ccc2nc(-c3ccccc3)cc(C(=O)O)c2c1,-1,-1,-2,-9,1,-1,-8,4,0,1.2
C=C1SC(=Nc2ccccc2Cl)N(C(=O)c2sc3ccccc3c2Cl)C1(C)C,18,-6,-2,3,5,-4,1,3,0,-0.2
CCOc1ccc2nc(NC(=O)Cn3c(C)csc3=O)sc2c1,6,-7,-3,5,4,-1,6,-10,1,0.3
CCc1cc(-c2n[nH]c(CCC(=O)O)c2-c2nc3ccccc3n2C)c(O)cc1O,-2,-5,-3,6,-2,-4,12,2,-6,-0.1
COc1cc(C(=O)Nc2cccc(-c3nc4ccccc4o3)c2C)cc(OC)c1OC,16,4,3,3,-1,16,-5,5,14*,-0.4
Cc1cc(OCCCC(=O)NC2=NCCS2)ccc1Cl,3,2,0,3,8,-5,-7,8,-1,0.2
O=C(NC(=S)Nc1ccc(N2CCOCC2)cc1)c1cccc(Cl)c1Cl,-3,-7,2,3,8,9,4,0,0,-0.2
COc1ccc(C(=O)NCCS(=O)(=O)N2CCOCC2)cc1,4,-2,-1,-22,3,-8,-9,12,1,-0.2
CC(=O)Nc1ccc(S(=O)(=O)N2CCCC2)cc1,-3,-1,3,-7,0,-1,2,-3,-11,-0.2
CN(Cc1nc(-c2ccc(Cl)cc2)no1)C(=O)CCN1C(=O)[C@H]2CC=CC[C@H]2C1=O,3,-4,1,-4,-4,-2,1,5,-2,-0.2
COc1ccc(-c2nnc(SCC(=O)c3[nH]c(C)c(C(C)=O)c3C)o2)cc1,-17,1,4,2,3,-16,-2,8,-1,-0.3
CC(=O)Nc1ccc(-c2ccnc3c2CC(C)(C(=O)NCCN(C)C)O3)cc1 (stereo unspecified),-7,2,2,-5,-8,2,-1,2,5,0.3
Cc1nc2ccccc2nc1CC(O)(c1ccccc1)c1ccccc1,-7,11*,-1,-7,-1,0,-6,5,1,-0.5
CCOc1ccccc1NC(=O)CC(O)(C(F)(F)F)C(F)(F)F,-1,1,-2,-21,-4,6,-4,5,3,-0.3
NS(=O)(=O)c1ccc(NC(=O)CCCC(=O)O)cc1,4,2,1,19,-2,-5,2,6,-2,-0.5
CCCN1C=CC(=CC=C(C#N)C#N)C=C1,28*,-19,-39,11,1,-4,-11,2,-9,0.5
CNC[C@@H]1Oc2cc(Br)ccc2S(=O)(=O)N([C@@H](C)CO)C[C@H]1C,5,0,-2,-10,1,3,5,-2,-2,-0.8
CCN(C(=O)CSc1nnc(-c2ccco2)n1Cc1ccccc1)C1CCS(=O)(=O)C1 (stereo unspecified),-8,-1,-1,12,2,-1,-2,6,-3,-0.3
COC(=O)CNC(=O)C1CCCN1C(=O)OC(C)(C)C (stereo unspecified),2,5,7,-6,-6,3,4,1,-1,-0.2
CC(Oc1ccccc1F)C(=O)NNC(=O)c1cccc(S(=O)(=O)N2CCN(C)CC2)c1 (stereo unspecified),1,-4,0,0,-1,-1,6,-3,1,-1.0
O=C(CCCOc1ccccc1)Nc1cccnc1,-3,1,0,-3,-1,1,-3,-2,2,-0.3
O=C(COc1cccc2ccccc12)N/N=C/c1ccc(Sc2nc3ccccc3s2)o1,-7,-1,-3,-9,12,1,-4,-3,-1,0.6
Nc1nonc1-n1nnc(C(=O)N/N=C/c2ccco2)c1CSc1ccccc1,3,-10,-2,9,-1,-3,-2,3,1,0.0
CC(C)OC(=O)CCc1nc2ccccc2[nH]c1=O,-1,-27,10,-9,-3,5,5,-7,-20,0.7
C[C@H]1CN([C@@H](C)CO)S(=O)(=O)c2ccc(Br)cc2O[C@H]1CN(C)C(=O)Cc1ccncc1,11,2,2,-9,-1,9,7,1,-2,-0.4
CCOC(=O)N1CCN(C(=O)c2cc3c(s2)-c2ccccc2OC3)CC1,-3,i,4,16,-1,-3,3,3,i,32*
OC[C@@H]1CN(CCN2CCOCC2)C[C@H](n2cnc3c(NC4CCC4)ncnc32)O1,-1,3,1,5,-4,16,5,-5,4,-0.2
CC(=O)NS(=O)(=O)c1ccc2c(c1)C(=O)c1cc(S(=O)(=O)NC(C)=O)ccc1-2,6,-9,4,-11,1,-2,1,-17,-3,-0.8
CC(=O)c1cccc(NC(=S)N2CCC(Cc3ccccc3)CC2)c1,-4,0,-2,3,-1,0,-6,-7,0,0.2
CCOc1cc(C2C(C(=O)N3CCCCC3)=C(C)NC3=C2C(=O)CC(C)(C)C3)ccc1O (stereo unspecified),-2,-72,-4,-12,4,0,2,-5,-55,-0.3
COc1cc(NC(=O)CN2CCN(c3ccccc3F)CC2)cc(OC)c1,-7,4,-1,-3,-2,-2,-12,-5,2,-0.9
COCCNC(=O)C(c1ccccc1)N(C(=O)Cn1nnc2ccccc21)c1cccnc1 (stereo unspecified),6,1,0,-14,-5,5,-3,14,2,-0.2
CS(=O)(=O)N1CCCC(C(=O)Nc2ccc(F)cc2)C1 (stereo unspecified),-1,2,-1,9,4,0,-7,-3,5,0.1
CN1CCN(NC(=O)c2ccc(S(=O)(=O)N3CC4(C)CC3CC(C)(C)C4)cc2)CC1 (stereo unspecified),-4,-4,-1,-3,5,-8,2,5,-1,0.8
O=C1CN(C(=O)COc2ccccc2Cl)c2ccccc2N1,-6,-6,0,11,-8,4,0,-1,-3,0.3
COc1nc(-c2ccccc2)ccc1-c1noc(-c2ccccc2)n1,14,-6,-1,4,5,-2,-2,-2,-2,0.1
CCOC(=O)C1CCN(c2ncnc3cc(OC)c(OC)cc23)CC1,-4,-17,-1,-6,-1,-8,-1,3,-6,0.1
CC1CCCCC1NC(=O)CSc1nnc(-c2ccncc2)n1CCCN(C)C (stereo unspecified),2,-4,2,0,3,2,-8,5,4,0.3
O=C(N/N=C/c1ccco1)c1cc2ccccc2o1,-5,-23,-1,6,6,-9,-2,20,-13,0.5

# High-throughput results: PubChem, several laboratories
